# Screens deposited in PubChem BioAssay by National Center for Advancing Translational Sciences (NCATS).
# POLK inh: inhibitors of human DNA polymerase kappa. Potency, µM (doses to about 107 µM), for the others: at the top dose activity, negative = inhibition, actives largely listed as inhibitors. purified Pol kappa, fluorescent DNA synthesis assay, 10 min. Q9UBT6. 400,000 tested, 0.53% active; further: potency means the concentration at half of the fitted maximal effect; on the % scale 0 is the no-effect control and ±100 the full control effect
#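 Inhibition of 10 nM Pol kappa is measured by a fluorescent read-out at 0 and 10 min following addition of 50 nM substrate (final), with a 15-min room-temperature compound preincubation.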
# POLI inh: inhibitors of human DNA polymerase iota. AID 588590. Q9UNA4. Potency, µM (highest dose often 115 µM), for the others: at the highest dose activity, negative = inhibition, actives largely listed as inhibitors. 390,000 tested, 1% active. Pol iota fluorescent replication assay, 10 min; further: potency means the concentration at half of the fitted maximal effect
# Target sequence (Q9UNA4 whole entry, looked up): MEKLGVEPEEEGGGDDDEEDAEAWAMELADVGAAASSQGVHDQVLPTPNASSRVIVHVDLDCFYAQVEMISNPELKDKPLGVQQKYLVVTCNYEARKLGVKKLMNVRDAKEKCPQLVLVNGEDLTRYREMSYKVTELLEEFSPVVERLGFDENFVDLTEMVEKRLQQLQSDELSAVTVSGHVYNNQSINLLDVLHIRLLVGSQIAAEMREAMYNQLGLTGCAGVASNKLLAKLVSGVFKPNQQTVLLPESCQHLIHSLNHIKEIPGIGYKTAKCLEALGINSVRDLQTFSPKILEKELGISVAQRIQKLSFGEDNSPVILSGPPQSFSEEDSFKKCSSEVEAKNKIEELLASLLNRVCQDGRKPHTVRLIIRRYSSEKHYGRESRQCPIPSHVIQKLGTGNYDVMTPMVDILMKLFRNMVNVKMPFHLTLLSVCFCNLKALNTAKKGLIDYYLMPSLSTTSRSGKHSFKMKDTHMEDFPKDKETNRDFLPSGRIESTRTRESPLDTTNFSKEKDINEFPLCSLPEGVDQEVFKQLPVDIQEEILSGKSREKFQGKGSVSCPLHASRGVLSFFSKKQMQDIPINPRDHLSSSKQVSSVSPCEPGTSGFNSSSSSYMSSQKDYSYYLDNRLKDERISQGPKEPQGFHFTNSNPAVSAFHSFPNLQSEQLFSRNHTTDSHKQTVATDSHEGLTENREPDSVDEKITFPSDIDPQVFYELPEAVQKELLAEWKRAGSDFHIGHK
#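 Pol iota at 10 nM preincubated 15 min with compounds at room temperature; reaction started with fluorescent substrate, 50 nM final. Fluorescence read kinetically at 0 and 10 min; buffer-only wells as negative control.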
# LDHA inh: LDHA (human) enzyme inhibition; P00338; purified LDHA, NADH/diaphorase-resazurin fluorescence; hits give low values; activity change, % (values are at about 110 or 230 µM); 480,000 tested, 0.15% active; AID 1347041; in the data active means activity change below about -30%; inconclusive means mostly about -25% to -30%;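 further: plate controls were DMSO wells for no effect and wells without enzyme for full effect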
#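 Human LDH5 (2 nM) was incubated with 0.06 mM NADH and 0.2 mM pyruvate for 5 min at room temperature in Tris pH 7.4. Remaining NADH was coupled through diaphorase/resazurin, and resorufin fluorescence was read at 0 and 20 min.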
# Anesthetic bind: binds horse apoferritin like a general anesthetic; apoferritin/1-aminoanthracene competitive binding, fluorescence; AID 485281; 350,000 tested, 0.074% active; Potency, µM (highest dose often 77.5 µM), for the others: at the top dose activity change, negative = displacement, most hits filed as inhibitors; P02791; further: potency means the concentration at half of the fitted maximal effect; on the % scale 0 is the no-effect control and ±100 the full control effect; nearly all actives have a fitted effect of over 20% in size
#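 10 uM apoferritin + 50% sat. 1-AMA, PBS; cpd 10 min RT; Ex380/Em535 endpoint; normalized to free probe vs complex; 4-param Hill fit; propofol titration as pos. ctrl.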
# Glioma ERSR ind: inducers of ER stress response in human glioma cells; U87-MG GRP78 promoter luciferase reporter, 16 h; Potency, µM, for inactives: top-dose activation, actives largely listed as activators; 420,000 tested, 0.02% active; further: potency means the concentration at half of the fitted maximal effect; series mostly up to about 76 µM; % of control where 0% means no effect; nearly all actives have a fitted effect of over 35% in size
#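 Stably transfected U87-MG glioma cells carrying a GRP78-based luciferase sensor; 16 h compound incubation. Luminescence end-point read 10 min after Bright-Glo addition at room temperature.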
# Pol beta inh: DNA polymerase beta (human) inhibition | Pol beta primer extension/strand displacement, fluorescence kinetic | 340,000 tested, 1.3% active | AID 485314 | Potency, µM (top dose mostly 114 µM), inactives show top-dose activity change, negative = inhibition, usual class: inhibitors | P06746; further: potency means the concentration at half of the fitted maximal effect; on the % scale 0 is the no-effect control and ±100 the full control effect
#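 Enzyme-only controls used 10 nM Pol beta; buffer lacking enzyme served as negative control. Compound preincubated 15 min, then 50 nM substrate added; 0 and 10 min reads at room temperature.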
# APE1 inh: inhibitors of human APE1 endonuclease | recombinant APE1, TAMRA/BHQ-2 abasic DNA cleavage fluorescence | Potency, µM (top dose mostly 65.8 µM), inactives show top-dose activity change, negative = inhibition, actives largely listed as inhibitors | 350,000 tested, 0.35% active | AID 2517;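 further: potency means the concentration at half of the fitted maximal effect; plate controls were vehicle for no effect and reference inhibitor for full effect; nearly all actives have a fitted effect of over 55% in size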
# Target sequence (P27695 whole entry, looked up): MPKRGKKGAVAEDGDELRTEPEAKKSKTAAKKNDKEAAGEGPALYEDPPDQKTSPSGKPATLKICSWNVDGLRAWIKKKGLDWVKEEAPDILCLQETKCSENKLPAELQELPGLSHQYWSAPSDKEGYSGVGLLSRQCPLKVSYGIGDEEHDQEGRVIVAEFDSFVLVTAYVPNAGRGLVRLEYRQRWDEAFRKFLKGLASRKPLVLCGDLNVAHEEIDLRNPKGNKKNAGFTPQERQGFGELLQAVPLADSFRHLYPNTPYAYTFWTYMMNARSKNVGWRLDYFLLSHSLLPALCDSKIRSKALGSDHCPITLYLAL
#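 0.75 nM APE1 + cpd, 15 min RT; start w/ 50 nM TAMRA/BHQ-2 THF-abasic dsDNA; kinetic fluor 525/598 nm ×3 reads @60 s; Δ(read3−read1); normalized to DMSO and NSC13755 control wells.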
# Pol eta inh: blocks human DNA polymerase eta activity; Q9Y253; recombinant Pol eta, fluorescent DNA replication assay; Potency, µM (titrated, usually from 114 µM), for inactives: at the highest dose activity change, negative = inhibition, usual class: inhibitors; 390,000 tested, 1.2% active; AID 588591; further: potency means the concentration at half of the fitted maximal effect; on the % scale 0 is the no-effect control and ±100 the full control effect
#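 Fluorescent replication assay: 50 nM final substrate added after a 15 min room-temperature compound preincubation with 10 nM enzyme. Signal taken at 0 min and again at 10 min.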
# BLM helicase inh: blocks DNA unwinding by human BLM helicase. recombinant BLM DNA unwinding, fluorescence dequenching. Potency, µM (top dose mostly 56.1 µM), for inactives: top-dose activity change, negative = inhibition, usual class: inhibitors. 350,000 tested, 0.2% active. AID 2528;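 further: potency means the concentration at half of the fitted maximal effect; plate controls were vehicle for no effect and no enzyme for full effect; nearly all actives have a fitted effect of over 35% in size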
# * marks the source's active call; other numbers are inactive results; ? = inconclusive; nt = no result given; & = joins results of further samples; [ ] = another dose, or the depositor's remark. Unless noted, the call rests on the fitted dose curve; in most records, active means well fitted curve in the direction sought with a large enough effect; inconclusive means small, poorly fitted or top-dose-only effect, or another doubt; inactive means no such curve, though single readings can be large; an effect the other way counts as inactive or inconclusive.
# The opening 6 records as a preview:
# Every second line gives: POLK inh, POLI inh, LDHA inh, Anesthetic bind, Glioma ERSR ind, Pol beta inh, APE1 inh, Pol eta inh, BLM helicase inh
[1] COc1ccc(NC(=O)c2ccc([N+](=O)[O-])cc2[N+](=O)[O-])c(OC)c1
    -3%, 24%, 6, -8%, -3%, -27%, -2%, -20%, -5%
[2] CCOC(=O)C(NC(=O)Nc1ncccn1)(Oc1ccccc1)C(F)(F)F (stereo unspecified)
    -15%, 3%, -2, -11%, 1%, 1%, 4%, 0%, -2%
[3] O=C(COc1ccc(F)cc1)Nc1nccs1
    2%, 30%, -19, 6%, -6%, 0%, 4%, -18%, 4%
[4] CC(C)N(C(=O)CSc1n[nH]c(=O)n1CCc1ccccc1)C(C)C
    14%, 43%[activator], 2, -6%, -3%, 31%, 18%, -6%, 3%
[5] CCOC(=O)c1nc(C)n(-c2ccc(Cl)cc2Cl)n1
    4%, -2%, -3, -4%, -3%, 12%, 17%, -12%, -3%
[6] CCn1nc(C(=O)OCC(=O)N(CCC#N)c2ccccc2)c2ccccc2c1=O
    -6%, 23%, -8, nt, -5%, nt, -19%, -18%, nt

# Results, previewed entries included:
# Every second line gives: POLK inh, POLI inh, LDHA inh, Anesthetic bind, Glioma ERSR ind, Pol beta inh, APE1 inh, Pol eta inh, BLM helicase inh
[1] COc1ccc(NC(=O)c2ccc([N+](=O)[O-])cc2[N+](=O)[O-])c(OC)c1
    -3%, 24%, 6, -8%, -3%, -27%, -2%, -20%, -5%
[2] CCOC(=O)C(NC(=O)Nc1ncccn1)(Oc1ccccc1)C(F)(F)F (stereo unspecified)
    -15%, 3%, -2, -11%, 1%, 1%, 4%, 0%, -2%
[3] O=C(COc1ccc(F)cc1)Nc1nccs1
    2%, 30%, -19, 6%, -6%, 0%, 4%, -18%, 4%
[4] CC(C)N(C(=O)CSc1n[nH]c(=O)n1CCc1ccccc1)C(C)C
    14%, 43%[activator], 2, -6%, -3%, 31%, 18%, -6%, 3%
[5] CCOC(=O)c1nc(C)n(-c2ccc(Cl)cc2Cl)n1
    4%, -2%, -3, -4%, -3%, 12%, 17%, -12%, -3%
[6] CCn1nc(C(=O)OCC(=O)N(CCC#N)c2ccccc2)c2ccccc2c1=O
    -6%, 23%, -8, nt, -5%, nt, -19%, -18%, nt
[7] COc1ccccc1/C=N/NC(=O)c1ccccc1NS(=O)(=O)c1ccc(C)cc1
    -20%, 22%, -5, -6%, -3%, 9%, 20%, -16%, -5%
[8] O=C(/C=C/c1ccco1)NC1CCCC1
    -8%, 36%[activator], -4, 1%, -3%, ?, ?, -8%, -7%
[9] Cc1ccccc1C1=N/C(=C/c2cccnc2)C(=O)O1
    8%, 43%[activator], 1, -3%, -3%, -15%, 8%, -12%, -5%
[10] COc1ccccc1NC(=O)Cn1c(=O)n(CCc2c[nH]c3ccccc23)c(=O)c2cccnc21
    -9%, -16%, -5, 9%, 2%, 7%, 15%, -11%, -2%
[11] N/C(=N\OC(=O)Cc1cccc2ccccc12)c1ccccn1
    5%, ?, 3, ?, 1%, -4%, 6%, -6%, 0%
[12] O=C(Nc1ccccc1N1CCOCC1)C1CCN(S(=O)(=O)c2ccc(Cl)cc2)CC1
    3%, -16%, 1, -4%, -1%, -4%, 0%, -14%, -4%
[13] COC(=O)c1ccc(/C=N/NC(=O)c2cccc(F)c2)cc1
    -40%, ?, 3, -12%, 5%, ?, -3%, 1%, 0%
[14] CS(=O)(=O)N1CCN(c2ccc(NC(=S)NC(=O)c3ccc4c(c3)OCO4)cc2)CC1
    3%, 14%, 2, -8%, -1%, 2%, 1%, -5%, -6%
[15] CN(C)C(=O)CN1c2cccc3cccc(c23)S1(=O)=O
    -14%, 45%[activator], 2, -9%, -3%, 27%, 25%, -12%, -9%
[16] C=CCSc1nnc(Cc2cc(=O)[nH]c(=O)[nH]2)n1-c1cc(C)ccc1C
    -7%, 15%, -4, -2%, -4%, 19%, 1%, -20%, -9%
[17] O=C(c1cn(-c2ccccc2)nc1-c1cccnc1)N1CCN(S(=O)(=O)c2cccc(F)c2)CC1
    -13%, -5%, -3, nt, -3%, nt, 13%, -8%, nt
[18] Cc1cc(C(=O)Nc2ccc(C)c(S(=O)(=O)N3CCOCC3)c2)c2ccccc2n1
    8%, 31%[activator], 0, nt, -2%, nt, -11%, -17%, nt
[19] Cc1nc(N)sc1-c1csc(Nc2ncccn2)n1
    -27%, ?, -1, -13%, -5%, ?, ?, ?, -20%
[20] CC1C2CC(C/C2=N/NC(=O)c2cccs2)C1(C)C (stereo unspecified)
    -5%[60.1 µM], 1%, 0, -23%, 8%, 16%, 6%, -6%, -8%
[21] NS(=O)(=O)c1ccc(CCNC(=O)/C=C/c2ccccc2[N+](=O)[O-])cc1
    -4%, 0%, -8, -5%, -6%, 30%, -1%, 2%, -10%
[22] CCn1nc(C)c(CN2CCN(Cc3ccsc3)C(CCO)C2)c1C (stereo unspecified)
    8%, 9%, -8, -2%, -7%, 5%, 1%, -10%, -2%
[23] COc1cc(NC(=O)c2cc(C(C)C)on2)cc(OC)c1OC
    13%, 1%, -2, -7%, 12%, -2%, 0%, -18%, 1%
[24] Cc1c(-c2ccc(Cl)cc2)noc1C1CCN(CCc2ccccc2)CC1
    0%&-11%[19.4 µM], nt, nt, -4%, 0%&-5%, nt, 1%&-6%, nt, 1%
[25] O=C(Nc1cccc(C(=O)OCc2cc(=O)n3ccsc3n2)c1)c1ccc(F)cc1
    -9%[60.1 µM], -8%, -5, 59%[activator], -3%, 4%, nt, 0%, -5%
[26] O=C(/C=C/Nc1cccc([N+](=O)[O-])c1)c1cccs1
    0%, -1%, 0, ?, 2%, 1%, -1%, -13%, -8%
[27] Cc1cc(C)cc(NC(=O)NNC(=O)c2cc3occc3[nH]2)c1
    -22%, 17%, -3, -10%, -3%, 7%, -19%, -10%, -2%
[28] O=C(O)CCN=Cc1c(O)c2ccccc2oc1=O
    -2%, 18%, -7, -2%, -2%, -23%, -1%, -9%, -1%
[29] CCN(N=Nc1cccc([N+](=O)[O-])c1)c1cccc([N+](=O)[O-])c1
    -12%, 35%, -8, -7%, 0%, 3%, 1%, -7%, -6%
[30] S=C(NN=C1CCN(Cc2ccccc2)CC1)NC1CCCCC1
    -12%, 41%[activator], -6, -23%, 3%, -18%, 0%, -22%, -1%
[31] Cc1cccc(Oc2ncnc(N)c2[N+](=O)[O-])c1C
    -6%, 20%, -6, -14%, -3%, 0%, -1%, -15%, 1%
[32] CCOC(=O)C1=C(CSc2nc(-c3ccncc3)ccc2C#N)OC(N)=C(C#N)C1c1ccc(OC)cc1 (stereo unspecified)
    -20%, 14%, -5, -8%, 8%, -10%, -6%, -22%, -11%
[33] COc1ccc(NC(=O)CSc2[nH]c(=O)cc(C)c2C#N)cc1OC
    1%[60.1 µM], 41%[activator], 10, 1%, -4%, 1%, 0%, -14%, -10%
[34] Cc1ccc(C2=CC(C)(c3ccc(C)cc3)Nc3nc(C(F)(F)F)nn32)cc1 (stereo unspecified)
    -16%, 28%, -1, -3%, 0%, 28%, 13%, ?, -4%
[35] O=C(NCc1ccccc1)c1onc(CSc2ccc(Cl)cc2)c1C(=O)NCC1CC1
    3%, 24%, 1, nt, -4%, nt, 23%, -9%, nt
[36] O=C(NCCc1ccccc1)C(=O)NCC1OCCCN1S(=O)(=O)c1cc(F)ccc1F (stereo unspecified)
    -17%, 14%, -6, -8%, 6%, 6%, -7%, -3%, 0%
[37] CC(C)(C)c1nc(NCCO)c2nnn(Cc3ccccc3)c2n1
    -3%, 142%[activator], -3, ?, 0%, -18%, -7%, ?, -9%
[38] N#CC1=C(N)Oc2c(oc(CO)cc2=O)C12C(=O)Nc1ccc(Cl)cc12 (stereo unspecified)
    -17%, 29%, -1, -8%, -3%, 34%, 0%, 11%, -1%
[39] c1ccc(CN2CCN(c3nc(-c4ccccc4)nc4ccccc34)CC2)cc1
    -20%, 64%[activator], -5, -6%, -2%, 4%, -17%, -20%, -3%
[40] COc1ccccc1C(CNC(=O)CNC(=O)c1ccccc1Cl)N1CCCC1 (stereo unspecified)
    -11%, -20%, -18, nt, -4%, nt, -13%, -5%, nt
[41] COC(=O)c1c(OC)cc2c(c1C)Oc1c(Cl)c(O)c(Cl)c(C)c1C(=O)O2
    -11%[60.1 µM], nt, nt, -4%, -8%, nt, 0%, nt, -15%
[42] CCNC(=S)N(Cc1ccccc1)Cc1nc2ccccc2c(=O)[nH]1
    -10%, 17%, -3, -3%, -3%, -26%, -1%, -8%, -6%
[43] CC(C)Sc1nc(N2CCCC2)c2c(c1C#N)CC(C)(C)OC2
    -5%, 9%, -1, -9%, -6%, -2%, -2%, -9%, -8%
[44] Nc1ccccc1SC/C=C/CSc1ccccc1N
    -11%, 123%[activator], 0, -24%, 1%, 16%, -2%, -25%, -8%
[45] O=C(Nc1ccc(Cl)c(Cl)c1)N1CC=CCC1
    -14%, 1%, -5, ?, 2%, 40%, 7%, -22%, -9%
[46] Cc1cc(C)cc(NC(=O)C2CCCN(c3nccc(C)n3)C2)c1 (stereo unspecified)
    -7%, -23%, 3, 10%, -1%, -1%, 0%, -7%, -1%
[47] Cc1sc2nc(CSCC(=O)Nc3ccc(C(=O)N(C)C)cc3)[nH]c(=O)c2c1C
    -19%, 36%, -1, nt, -5%, nt, -13%, ?, nt

# These rows are one share of the data; rates above refer to the full screens.
